From PubChem
TNAP inh Pi = human TNAP enzyme inhibitors, primary screen, biochemical, colorimetric, phosphate release readout; purified TNAP, pNPP, malachite green phosphate absorbance; 21,000 tested, under 10 active; Alkaline phosphatase, tissue-nonspecific isozyme (Homo sapiens), P05186; inhibition, % at 20 µM
Target sequence (P05186 whole entry, looked up): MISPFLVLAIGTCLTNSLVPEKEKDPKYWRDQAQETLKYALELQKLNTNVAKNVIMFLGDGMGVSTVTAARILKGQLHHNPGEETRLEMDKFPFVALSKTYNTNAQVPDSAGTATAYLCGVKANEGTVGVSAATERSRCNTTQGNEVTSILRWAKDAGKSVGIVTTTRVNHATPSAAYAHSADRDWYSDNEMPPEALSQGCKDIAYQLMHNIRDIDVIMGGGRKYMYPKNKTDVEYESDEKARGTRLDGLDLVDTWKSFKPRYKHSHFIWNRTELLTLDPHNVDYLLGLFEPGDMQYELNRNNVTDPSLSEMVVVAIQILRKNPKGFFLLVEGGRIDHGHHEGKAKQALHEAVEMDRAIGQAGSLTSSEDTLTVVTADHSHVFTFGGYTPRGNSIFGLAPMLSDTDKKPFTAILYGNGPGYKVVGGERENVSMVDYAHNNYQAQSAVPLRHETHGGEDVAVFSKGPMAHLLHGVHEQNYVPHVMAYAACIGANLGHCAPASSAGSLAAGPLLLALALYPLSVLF
TNAP pNPP inh = human TNAP enzyme inhibitors, primary screen, biochemical, colorimetric, p-nitrophenol readout; Alkaline phosphatase, tissue-nonspecific isozyme (Homo sapiens), P05186; purified TNAP, pNPP hydrolysis, absorbance 405 nm; inhibition, % at 20 µM; 21,000 tested, under 10 active;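 also: 0% = DMSO only wells and 100% = 1 mM levamisole wells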
* = called active by the depositor.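 The calls were made as follows: active = inhibition above 50% at the 20 µM single-dose screen; inactive = the rest.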 The list is partial; the hit share may differ from the screen's.

SMILES	TNAP inh Pi	TNAP pNPP inh
CS(=O)(=O)N(CC(=O)NCC1CCCO1)Cc1ccc(Cl)cc1 (stereo not given)	6	1
CCn1c(=O)c2c(nc3n2CC(C)CN3CCc2ccccc2)n(C)c1=O (stereo not given)	4	0
COc1cccc(NC(=O)CSc2nncn2-c2ccccn2)c1	6	-1
COc1cc(OC)cc(C(=O)NCc2nc(-c3ccccc3)no2)c1	6	4
O=C(CSc1nc(-c2ccco2)cc(C(F)(F)F)n1)Nc1ccc2c(c1)CCC2	6	3
O=C(CCCN1CCC(c2ccccc2)C1)c1ccc2c(c1)OCCO2 (stereo not given)	-2	7
CC(=O)CCS(=O)(=O)c1ccc(C)c(C)c1	-10	-14
Cc1cc(C)nc(SCc2nc3ccccc3n2C)n1	-26	0
CN(C(=O)c1cnccn1)c1nnc(-c2cnccn2)s1	-4	-13
COc1ccc2c(=O)c(-c3nc(C)cs3)coc2c1	7	1
CN1CCN(CC#CC(C)(O)C2CC3C=CC2C3)CC1 (stereo not given)	-15	-12
CCOC(=O)c1cccc(NC(=O)CSc2nnc(CNc3ccc(C)cc3)n2CC)c1	-23	-2
CN(c1ccccc1C(=O)O)S(=O)(=O)c1ccc2c3c(cccc13)C(=O)N2	6	-2
CC(=O)Nc1ccc(N/C=C/C(=O)c2ccco2)cc1	8	-6
CC1(CCc2ccccc2)NC(=O)N(Cc2nnc(-c3ccccc3Br)o2)C1=O (stereo not given)	15	3
Cc1cccc(NCc2nc(SCC(N)=O)n[nH]2)c1	1	-1
O=C1C=C(O)CC(c2ccc(Cl)c(Cl)c2)C1 (stereo not given)	9	4
CN(C)c1ccc(-c2nn3c(C4CCCCC4)nnc3s2)cc1	9	3
COc1cccc(-c2nc(NCCN3CCOCC3)c3ccccc3n2)c1O	0	0
Cc1cc(C)c2nc(N3CCN(C)CC3)c(C#N)cc2c1	14	9
CN(Cc1ccccc1)S(=O)(=O)c1ccc(NC(=O)C2CCCO2)cc1 (stereo not given)	8	4
CCOc1nc(-c2ccc(OC)cc2)ccc1-c1noc(-c2cc(OC)c(OC)c(OC)c2)n1	14	7
O=C(COc1ccc(S(=O)(=O)N2CCCC2)cc1Cl)Nc1ccc2c(c1)OCO2	-6	-7
CC(C)(Oc1ccc(Cl)cc1)C(=O)NCCCn1ccnc1	2	-1
COC(=O)Cc1c(C)c2cc(Cl)c(OC(=O)c3ccco3)cc2oc1=O	-4	-11
Cc1cc(CCC(=O)O)c(C)cc1CCC(=O)O	12	5
COC(=O)c1[nH]c2cccc(OC)c2c1NC(=O)CN1CC2(C)CC1CC(C)(C)C2 (stereo not given)	7	-1
CCc1nnc(NC(=O)CCN2C(=O)c3ccccc3S2(=O)=O)s1	0	0
COc1ccc(C(O)CNc2ccc(C)cc2)cc1 (stereo not given)	7	4
NCCc1nnc(SCc2ccc(F)cc2)o1	-2	-4
CCOc1ccccc1NC(=O)c1ccccc1-c1nc(-c2ccccc2OC)no1	-19	3
C/C=C/Cn1c(SCc2ccc(C)cc2)nc2c1c(=O)[nH]c(=O)n2C	-8	7
Nc1nnc(SCc2ccc(F)cc2)s1	2	8
CCCSc1nnc2n(C)c(=O)c3c4c(sc3n12)CCC4	-13	6
CCOC(=O)c1c(OCC)[nH]c2c1cc(O)c1ccccc12	4	2
Cc1ccc(SCC(=O)NCc2ccco2)cc1	14	8
CCOC(=O)C1CCN(C(=O)N2CCOCC2)CC1	0	-2
O=S(=O)(Nc1cnc2ccccc2c1)N1CCCCCC1	-19	5
Cc1cc(C)c2c(n1)nn1c(-n3ccnc3)cc(C)nc21	6	4
O=C(NCc1ccco1)C1CCCN(S(=O)(=O)c2ccc(-n3cnnn3)cc2)C1 (stereo not given)	10	9
Brc1ccc(-c2nn3c(-c4ccccn4)nnc3s2)o1	-3	3
Cc1cc(=O)[nH]c(Nc2cccc(C(F)(F)F)c2)n1	4	-2
Cc1nnc2n(-c3ccccc3)c(=O)c3c4c(sc3n12)COC(C)(C)C4	-3	4
O=C(NCc1ccccc1)c1c(F)c(F)c(F)c(F)c1F	2	-3
COc1cc(NS(=O)(=O)c2ccc(OC)c(OC)c2)cc(OC)c1	-7	6
O=C(Nc1ccccn1)[C@@H]1CCC(=O)N1C(=O)OCc1ccccc1	3	2
CCCNC(=O)CN(C)C(=O)c1n[nH]c2ccccc12	4	9
COC(=O)c1cc(NC(=O)Cn2c(=O)cnc3ccccc32)cc(C(=O)OC)c1	8	5
CCOC(=O)C1(C(=O)OCC)C(c2ccccc2)CC(O)N1C(C)=O (stereo not given)	0	0
CN(C)CCNc1nc(-c2ccco2)c2c(c1C#N)CC(C)(C)OC2	6	2
Carrying on:
SMILES	TNAP inh Pi	TNAP pNPP inh
CN(C)c1ccc(C2OC(=O)C3(CCCC3)C(=O)C2(C)C)cc1 (stereo not given)	4	4
C=CCn1c(N2CCCCCC2)nc2c1c(=O)n(C)c(=O)n2C	-1	-1
O=C(CSc1nnc(Cc2ccccc2)o1)N1CCCc2ccccc21	7	5
CCOC(=O)c1[nH]c2ccc(Br)cc2c1NC(=O)CCN1CCCCC1	7	2
CC(C)(C)OC(=O)N1CC2Cc3[nH]c(=O)ccc3C(C2)C1 (stereo not given)	1	-8
Cc1cc(C)n(-c2nnc(C)n2/N=C/c2ccccc2F)n1	1	0
O=C(CSc1nnc(-c2ccccc2)n1Cc1ccco1)Nc1ccc2c(c1)OCCO2	-20	2
Cc1cc(=O)oc2cc(OCCSCCN3CCOCC3)ccc12	6	1
O=c1oc2ccccc2n1CSC1=NCCS1	-20	1
O=C(CCC(=O)c1cccs1)Nc1ccccc1F	14	4
CCN(CC)c1ccc(NC(=O)c2cc(OC)cc(OC)c2)c(C)c1	-8	-6
O=C(COC(=O)c1ccc(S(=O)(=O)NCc2ccco2)cc1)NCCC1=CCCCC1	13	2
COc1cc(S(=O)(=O)N2CCN3CCCC3C2)ccc1-n1cnnn1 (stereo not given)	9	6
CCCCn1c(=O)c(-c2ccccc2)c(O)c2ccccc21	2	1
Fc1ccccc1N1CCN(C(c2cccs2)c2nnnn2CCc2ccccc2)CC1 (stereo not given)	5	8
O=C(CSc1nc2ccccc2[nH]1)N1CCN(c2ccc(F)cc2)CC1	4	8
Cc1cc(COc2ccccc2OCCN2CCN(C)CC2)no1	8	4
COc1cccc(N2C(=O)N(c3ccccc3)C3CS(=O)(=O)CC32)c1 (stereo not given)	-2	-14
CN(C)S(=O)(=O)N1CCN(c2ccc(Cl)cc2)CC1	0	0
CC(C)NC(=O)Cn1cc(C#N)c2cc(Br)ccc21	3	2

A portion of the results above, as a working copy:
SMILES	TNAP inh Pi	TNAP pNPP inh
O=C(NCc1ccccc1)c1c(F)c(F)c(F)c(F)c1F	2	-3
COc1cc(NS(=O)(=O)c2ccc(OC)c(OC)c2)cc(OC)c1	-7	6
O=C(Nc1ccccn1)[C@@H]1CCC(=O)N1C(=O)OCc1ccccc1	3	2
CCCNC(=O)CN(C)C(=O)c1n[nH]c2ccccc12	4	9
COC(=O)c1cc(NC(=O)Cn2c(=O)cnc3ccccc32)cc(C(=O)OC)c1	8	5
CCOC(=O)C1(C(=O)OCC)C(c2ccccc2)CC(O)N1C(C)=O (stereo not given)	0	0
CN(C)CCNc1nc(-c2ccco2)c2c(c1C#N)CC(C)(C)OC2	6	2
CN(C)c1ccc(C2OC(=O)C3(CCCC3)C(=O)C2(C)C)cc1 (stereo not given)	4	4
C=CCn1c(N2CCCCCC2)nc2c1c(=O)n(C)c(=O)n2C	-1	-1
O=C(CSc1nnc(Cc2ccccc2)o1)N1CCCc2ccccc21	7	5
CCOC(=O)c1[nH]c2ccc(Br)cc2c1NC(=O)CCN1CCCCC1	7	2
CC(C)(C)OC(=O)N1CC2Cc3[nH]c(=O)ccc3C(C2)C1 (stereo not given)	1	-8
Cc1cc(C)n(-c2nnc(C)n2/N=C/c2ccccc2F)n1	1	0
O=C(CSc1nnc(-c2ccccc2)n1Cc1ccco1)Nc1ccc2c(c1)OCCO2	-20	2
Cc1cc(=O)oc2cc(OCCSCCN3CCOCC3)ccc12	6	1
O=c1oc2ccccc2n1CSC1=NCCS1	-20	1
O=C(CCC(=O)c1cccs1)Nc1ccccc1F	14	4
CCN(CC)c1ccc(NC(=O)c2cc(OC)cc(OC)c2)c(C)c1	-8	-6
O=C(COC(=O)c1ccc(S(=O)(=O)NCc2ccco2)cc1)NCCC1=CCCCC1	13	2
COc1cc(S(=O)(=O)N2CCN3CCCC3C2)ccc1-n1cnnn1 (stereo not given)	9	6
CCCCn1c(=O)c(-c2ccccc2)c(O)c2ccccc21	2	1
Fc1ccccc1N1CCN(C(c2cccs2)c2nnnn2CCc2ccccc2)CC1 (stereo not given)	5	8
O=C(CSc1nc2ccccc2[nH]1)N1CCN(c2ccc(F)cc2)CC1	4	8
Cc1cc(COc2ccccc2OCCN2CCN(C)CC2)no1	8	4
COc1cccc(N2C(=O)N(c3ccccc3)C3CS(=O)(=O)CC32)c1 (stereo not given)	-2	-14
CN(C)S(=O)(=O)N1CCN(c2ccc(Cl)cc2)CC1	0	0
CC(C)NC(=O)Cn1cc(C#N)c2cc(Br)ccc21	3	2

Following part
SMILES	TNAP inh Pi	TNAP pNPP inh
CCN(CC)C(=O)Oc1ccc2c(=O)c(-c3ccc(OC)cc3)coc2c1	9	2
CCN(CC)S(=O)(=O)c1cccc(C(=O)Nc2ccc(Cl)cn2)c1	-12	5
Cc1n[nH]c(=O)nc1NCc1ccccc1Cl	7	6
CCCc1cc(-c2[nH]ncc2-c2ccc3c(c2)OCCCO3)c(O)cc1O	11	6
CCOC(=O)C(NC(=O)c1cccnc1)(Nc1cccc(C)n1)C(F)(F)F (stereo not given)	7	5
COc1ccc(CNC(=O)C2CC(=O)N(c3ccc(OCC(=O)N4CCCCC4)cc3)C2)cc1 (stereo not given)	7	-1
COC(=O)[C@H](Cc1ccccc1)NC(=O)N1CC(C)OC(C)C1 (stereo not given in full)	7	1
c1ccc(-c2nnc(Cn3c4ccccc4c4nc5ccccc5nc43)o2)cc1	1	-8
Cc1cc(NC(=O)CSc2nc3sc4c(c3c(=O)n2C)CCCC4)no1	20	6
Cc1nc(-c2ccccc2)nc2[nH]c(C(C)C)cc(=O)c12	7	0
Cc1onc(-c2ccccc2)c1C(=O)n1nnc2ccccc21	18	10
O=C(CSc1nnc(Cc2cccs2)n1C1CCCCC1)N1CCCc2ccccc21	15	4
CCOc1ccc(N2C(=O)CSC23CCCCC3)cc1	8	7
Cc1ccccc1N1C(=O)C2ON(c3ccccc3)C(c3cccnc3)C2C1=O (stereo not given)	0	0
CCOC(=O)CC(=O)Nc1nnc(C(C)C)s1	2	5
CC(C)C(=O)N1CCC(CN=Cc2c(O)n(C3CCCCC3)c(=O)n(C3CCCCC3)c2=O)CC1	1	-1
O=C(NC1CCCCC1NC(=O)c1cccs1)c1cccs1 (stereo not given)	18	4
CCOC(=O)c1ccccc1NC(=O)CN1CCC(n2nnc3cc(F)ccc32)CC1	12	6
CCCCn1c2nc3ccccc3nc2c2c(=O)n(CCC)cnc21	-1	1
CCN(CC)CCN1C(=O)C(=O)/C(=C(/O)c2c(C)[nH]c(C(=O)OC)c2C)C1c1ccco1 (stereo not given)	8	3

Compound profiles (already shown). Order of screens: TNAP inh Pi, TNAP pNPP inh
Shown for O=C(NCc1ccccc1)c1c(F)c(F)c(F)c(F)c1F : 2, -3
Shown for Cc1cc(=O)[nH]c(Nc2cccc(C(F)(F)F)c2)n1 : 4, -2
Shown for Cc1cc(NC(=O)CSc2nc3sc4c(c3c(=O)n2C)CCCC4)no1 : 20, 6

Following part.
SMILES	TNAP inh Pi	TNAP pNPP inh
Cc1cn(COC/C=C/c2ccccc2)c(=O)[nH]c1=O	10	4
COc1cc2c(cc1NC(=O)CCCN1C(=O)CCC1=O)oc1ccccc12	14	3
CC1(C)S[C@@H]2[C@H](NC(=O)[C@H](C(=O)O)c3ccsc3)C(=O)N2[C@H]1C(=O)O	0	0
CCOC(=O)c1ccc(N2C(=O)C(O)=C(C(C)=O)C2c2ccc(O)c(OC)c2)cc1 (stereo not given)	-3	2
O=C(NCC(c1cccs1)N1CCOCC1)c1ccc(Cl)s1 (stereo not given)	-2	4
CCOC(=O)c1sc(NC(=O)c2cccs2)cc1C	4	5
Cc1ccc(NC(=O)COC(=O)Cn2c(C)csc2=O)cc1	19	7
Cc1cc(C)cc(OCC(=O)NCCN2CCOCC2)c1	-5	5
CCCCOC(=O)n1ccc(C(=O)Nc2ccccc2OC)n1	13	5
Clc1ccc(-n2ncc3c(N4CCCC4)ncnc32)cc1	2	-3
COc1ccc(N2CCN(Cc3cc(=O)oc4ccc(Cl)cc34)CC2)cc1	8	4
COCCN(CCOC)C(=O)C12CCC(C)(C(=O)C1)C2(C)C (stereo not given)	1	-1
O=C(COC(=O)c1cccs1)NCC1CCCO1 (stereo not given)	9	2
CCN(CC)S(=O)(=O)c1ccc(-c2nnc(SCC(=O)N3c4ccccc4CC3C)o2)cc1 (stereo not given)	10	0
